aSyn tox rescue: alpha-synuclein toxicity suppression in yeast | S. cerevisiae alpha-synuclein toxicity rescue, BacTiter-Glo growth, 24 h | Potency, µM (series often up to 46.1 µM), for the others: at the top dose growth rescue (activation), actives largely listed as activators | 0.02% of 94,000 active | AID 1347070; active = well fitted activation curve with a large enough effect; inconclusive = small, poorly fitted or top-dose-only effect; also: 0% is about no effect
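Growth restoration measured by BacTiter-Glo luminescence after 24 hr at 30 deg C; alpha-synuclein yeast, raffinose-pregrown to mid-log, were added at OD600=0.02 in galactose medium onto pinned compounds.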
* = called active by the depositor; ? = inconclusive; [ ] = another dose, or the depositor's remark. Potency is read from the fitted curve at half-maximal effect.

SMILES | aSyn tox rescue
c1ccc(-c2nc3c4ccccc4ccn3c2CN2CCCCC2)cc1 | -0.4%
CCCCN(Cc1cc2cc(C)ccc2[nH]c1=O)C(=O)c1cccc(Cl)c1 | -3.2%
CC(=O)Nc1ccc(S(=O)(=O)Oc2cccc(/C=N/N=C3/NC(=O)C(CC(=O)O)S3)c2)cc1 (stereo not given) | -0.5%
CC(C)c1ccc(C2N=C(N)Nc3nc4ccccc4n32)cc1 (stereo not given) | 4.9%
CCc1ccccc1NC(=O)CNC(=O)CCC(=O)c1cc(C)sc1C | 5.7%
O=C(CNC1CCCC1)Nc1cc(Cl)ccc1[N+](=O)[O-] | -0.7%
COc1cccc(NC(=O)Cn2cc(C(=O)c3ccc(F)cc3)c(=O)c3cc(OC)ccc32)c1 | -7.7%
CCOC(=O)c1c(NC(=O)c2cc(OCC)c(OCC)c(OCC)c2)sc2c1CCCCC2 | -5.6%
CCOc1ccc(NC(=O)CN(C)C(=O)c2ccccc2OCc2c(C)noc2C)cc1OCC | -1.7%
Cc1nc(-c2ccc(F)cc2)c(CC(=O)Nc2cc(S(=O)(=O)N3CCCCC3)ccc2C)s1 | 2.1%

Pulled one by one from the list above (five):
SMILES | aSyn tox rescue
Cc1nc(-c2ccc(F)cc2)c(CC(=O)Nc2cc(S(=O)(=O)N3CCCCC3)ccc2C)s1 | 2.1%
c1ccc(-c2nc3c4ccccc4ccn3c2CN2CCCCC2)cc1 | -0.4%
CCOc1ccc(NC(=O)CN(C)C(=O)c2ccccc2OCc2c(C)noc2C)cc1OCC | -1.7%
CC(C)c1ccc(C2N=C(N)Nc3nc4ccccc4n32)cc1 (stereo not given) | 4.9%
CCOC(=O)c1c(NC(=O)c2cc(OCC)c(OCC)c(OCC)c2)sc2c1CCCCC2 | -5.6%

Next structures follow:
SMILES | aSyn tox rescue
COc1ccccc1N1CCN(C(=O)CCS(=O)(=O)c2cc(Br)cc3c2N(C(=O)C2CC2)CC3)CC1 | -0.1%
Cc1ccc(NC(=O)c2c3c(nc4ccccc24)C(=O)N(C2CCCCC2)C3)cc1F | -1.9%
Cc1cccc(OCC(=O)N(Cc2ccc(N(C)C)cc2)C2CCS(=O)(=O)C2)c1 (stereo not given) | 0.0%
O=C(CN1CCN(S(=O)(=O)c2ccccc2)CC1)NC(=O)NCc1ccco1 | 5.8%
CCn1nnc2cc(C(=O)Nc3ccc(C)cc3Br)ccc21 | -20.4%
Cc1ccc(OCC(=O)NCCNC(=O)c2cnccn2)cc1 | -2.2%
O=C(CCNC(=O)c1ccccc1Cl)Nc1nnc(C2CC2)s1 | -2.5%
CCc1ccc(NC(=O)CC2C(=O)N(c3ccc(OC)cc3)C(=O)N2Cc2cccs2)cc1 (stereo not given) | 1.5%
Cc1ccc(-n2ncc(C(=O)NCCN3CCc4ccccc4C3)c2C2CCN(C(=O)OC(C)(C)C)CC2)c(C)c1 | 6.3%
CCOc1ccc(NC(=O)CN(c2ccc(Cl)cc2C)S(=O)(=O)c2ccccc2)cc1 | 13.6%
COc1ccc(CNC(=O)Cn2ccc3cc(S(=O)(=O)N4CCCC4)ccc32)c(OC)c1 | -4.0%
Cc1ccc(S(=O)(=O)CC(O)COc2ccc(F)cc2Cl)c(C)c1 (stereo not given) | 3.1%
O=C(CCCl)Nc1ccc(S(=O)(=O)NCc2ccco2)cc1 | 5.3%
Cc1ccc(NC(=O)Cc2c(C(=O)O)n(C)c3ccccc23)cc1F | -11.0%
Cn1c(CCNC(=O)c2ccco2)nc2cc(NC(=O)c3ccccc3Cl)ccc21 | 6.6%
COc1ccc(C(=O)NCCn2cc(SCC(=O)Nc3ccc(F)cc3)c3ccccc32)cc1 | 8.2%
CSc1nc2c(c(=O)[nH]1)C(c1cccc(F)c1F)CC(=O)N2 (stereo not given) | -8.4%
Clc1ncc2[nH]cnc2n1 | 0.9%
N#Cc1c(NC(=O)c2cccc(S(=O)(=O)Nc3ccc(C(=O)O)cc3)c2)sc2c1CCCC2 | 7.4%
CCN(CCNS(=O)(=O)c1ccc2c(c1)oc(=O)n2C)c1ccccc1 | -4.8%

Sorted by length of the SMILES (falling): some entries from above.
SMILES | aSyn tox rescue
CCN(CCNS(=O)(=O)c1ccc2c(c1)oc(=O)n2C)c1ccccc1 | -4.8%
O=C(CCCl)Nc1ccc(S(=O)(=O)NCc2ccco2)cc1 | 5.3%
Clc1ncc2[nH]cnc2n1 | 0.9%

The list goes on.
SMILES | aSyn tox rescue
CCc1c(CN2CCN(c3cccc(C)c3)C(C)C2)csc1C (stereo not given) | 2.6%
O=C(CSc1nc2c([nH]c3ccccc32)c(=O)n1-c1ccccc1)c1ccccc1 | -6.9%
COc1ccc(C(=O)Nc2cnc3ccccn3c2=O)cc1 | -7.8%
Cc1c(C(=O)N2CCCc3ccccc32)oc2ccccc12 | -4.3%
O=S(=O)(c1cnc(Cl)c(Cl)c1)N1CCc2ccccc21 | 1.4%
CCOc1ccc(CNC(=O)c2ccc3nc(C(C)C)oc3c2)cc1 | -0.4%
Cc1ccc(Cn2c(C(=O)Nc3cccc(Cl)c3)cc3sccc32)cc1 | 10.3%
COc1ccc(-c2nc(CCNC(=O)c3ccccc3)cs2)cc1OC | -8.3%
CC1CCCN(CCCNC(=O)Cn2ncc3c([nH]c4ccccc43)c2=O)C1 (stereo not given) | -0.5%
CC(CCc1ccccc1)NC(=O)Cn1ncc2c3ccccc3n(Cc3ccc(F)cc3)c2c1=O (stereo not given) | 1.3%
CCc1ccc2oc(C(=O)NCC(c3ccc(OC)cc3)N3CCCCC3)c(C)c2c1 (stereo not given) | 0.0%
Oc1ccc(-c2nc3ccccc3s2)c(O)c1 | -28.2%
Cc1ccc(NC2=NC(c3ccc(F)cc3)n3c(nc(C)cc3=O)N2)c(C)c1 (stereo not given) | -6.2%
CNC(=O)C1CCC(Cn2c(=O)c3sccc3n(Cc3cc(C)ccc3C)c2=O)CC1 (stereo not given) | 5.9%
CCCC(=O)Nc1ccc(S(=O)(=O)N2CCc3ccccc32)cc1 | 1.5%
O=C(COC(=O)/C=C/c1cccc(Br)c1)Nc1ccc(Cl)cn1 | -12.4%
Cc1ccc(S(=O)(=O)NCC2CCC(C(=O)NCCc3ccc(Cl)cc3)CC2)cc1 (stereo not given) | -6.4%
CCOC(=O)C1CCN(C(=O)COc2ccc3c(c2)OCO3)CC1 | -6.5%
CCN1CCN(Cc2ccc(NC(=O)c3cc(NC(=O)c4cc5cccc(OC)c5o4)cc(OC)c3)cc2C(F)(F)F)CC1 | -46.9%[inhibitor]
COC(=O)c1scc(-c2ccc(C)cc2)c1S(=O)(=O)Nc1cccc(Cl)c1C | 9.2%
CCOc1ccc(S(=O)(=O)NCCC(=O)N2CC(C)OC(C)C2)cc1 (stereo not given) | 9.3%
CCCN1C(=O)c2[nH]nc(-c3ccccc3O)c2C1c1ccc(OCc2ccccc2)c(OC)c1 (stereo not given) | 3.4%
O=C(CSc1nc2c(c(=O)[nH]1)CCCC2)Nc1ccccc1C(F)(F)F | 1.5%
CN(C)CCCNC(=O)C(=O)NCC(c1ccc2c(c1)OCO2)N1CCOCC1 (stereo not given) | -12.5%
Cc1ccc(N(CC(=O)NC2CCCC2)C(=O)CNC(=O)c2cccs2)cc1F | 4.9%
O=C(CN(c1ccccc1)S(=O)(=O)c1ccccc1)NCCSc1ccccn1 | 4.3%
Nc1c(C(=O)NCc2ccc3c(c2)OCO3)nnn1CC(=O)Nc1ccc(Br)cc1 | 2.7%
CCC(=O)c1ccc(OCC(=O)OCC(=O)NCC2CCCCC2)cc1 | 6.3%
COc1ccccc1CNC(=O)CC12CC3CC(CC(Br)(C3)C1)C2 | -9.6%
COCCNC(=O)C(c1ccc(F)cc1)N(C(=O)CCC(=O)Nc1ccccn1)C1CCCCC1 (stereo not given) | -4.6%

CCOC(=O)N1CCN(C(=O)CS(=O)(=O)c2cn(Cc3ccc(F)cc3)c3ccccc23)CC1
  aSyn tox rescue: 12.7%
O=C1Cc2cc(NS(=O)(=O)c3cc(F)ccc3F)cc3c2N1CCC3
  aSyn tox rescue: -2.7%
CCOc1ccc(C2CC(=O)n3nc(-c4ccc(C)cc4)nc3S2)cc1OC (stereo not given)
  aSyn tox rescue: -17.2%
O=S(=O)(NN=C(c1ccccc1)c1ccccc1)c1ccccc1
  aSyn tox rescue: -0.6%
O=C(NCc1ccccc1)c1ccccc1C(=O)c1ncc[nH]1
  aSyn tox rescue: -2.7%
Cc1nnc(SCc2nc3sc(C(=O)O)c(C)c3c(=O)[nH]2)s1
  aSyn tox rescue: -5.7%
COc1ccc(NC(=O)N2CCOc3ccc(Cl)cc32)cc1
  aSyn tox rescue: 5.2%
CCc1ccccc1NC(=O)CN1C(=O)c2ccccc2S1(=O)=O
  aSyn tox rescue: -0.7%
O=C(CSc1nnc(-c2ccc(Cl)cc2)o1)Nc1ccc(F)cc1
  aSyn tox rescue: -2.6%
O=C(CN1CCN(Cc2ccccc2Cl)C1=O)NCCCN1CCOCC1
  aSyn tox rescue: -16.3%

O=C(O)c1ccc(C(=O)c2ccc3c(c2)C(=O)N(CCO)C3=O)cc1
  aSyn tox rescue: 0.5%
COc1ccc(-c2oc3ncn4nc(-c5cccc(C)c5)nc4c3c2-c2ccc(OC)cc2)cc1
  aSyn tox rescue: -5.9%
CCOc1ccc(N2CC(C(=O)NC3CCSC3=O)CC2=O)cc1 (stereo not given)
  aSyn tox rescue: 5.0%
CCC(Oc1ccccc1)C(=O)Nc1ccc(OCc2cc(=O)n3ccccc3n2)cc1 (stereo not given)
  aSyn tox rescue: -6.0%
Cc1nc(N2C(=O)c3oc4ccccc4c(=O)c3C2c2ccccc2F)sc1C (stereo not given)
  aSyn tox rescue: 9.5%
Cc1cccc(-c2nc3cc(NC(=O)c4ccc(OCC(C)C)cc4)ccc3o2)c1
  aSyn tox rescue: 0.2%
CCOC(=O)c1nnn(CC(=O)NC(=O)Nc2ccc(F)cc2)c1C(=O)OCC
  aSyn tox rescue: -6.6%
Cc1ccc(C)c(N2CCN(C(=O)c3ccc4c(=O)n5c(nc4c3)CCCCC5)CC2)c1
  aSyn tox rescue: 9.9%
COC(=O)c1sc2cccc(F)c2c1S(=O)(=O)N1CCN(c2ccccc2OC)CC1
  aSyn tox rescue: 6.9%
CCc1nc(SC)ncc1C(=O)NCc1cccc(Br)c1
  aSyn tox rescue: 0.5%

O=C(O)c1ccc2c(=O)n(-c3ccc(F)c(Cl)c3)c(=S)[nH]c2c1
  aSyn tox rescue: -2.1%
OCCC1CN(Cc2cccn2-c2ncccn2)CCN1Cc1ccc(F)cc1 (stereo not given)
  aSyn tox rescue: 0.6%
COc1ccc(CNC(=O)Cn2ncc3c([nH]c4ccccc43)c2=O)cc1
  aSyn tox rescue: 10.1%
O=S(=O)(NCc1ccc(F)cc1)c1ccc2[nH]c3c(c2c1)CCCC3
  aSyn tox rescue: -32.9%[inhibitor]
C[C@H]1CN([C@@H](C)CO)C(=O)CCCn2nncc2CO[C@H]1CN(C)S(=O)(=O)c1cccc(F)c1
  aSyn tox rescue: -7.7%
CCN1C(C(=O)c2ccccc2)=C(OC(=O)COc2ccc(OC)cc2)c2ccccc2S1(=O)=O
  aSyn tox rescue: ?
CN(c1ncc(C(F)(F)F)cc1Cl)N1C(=O)C2ONC3(C(=O)CC(C)(C)CC3=O)C2C1=O (stereo not given)
  aSyn tox rescue: -1.9%
CCOc1ccc(NC(=O)Cn2c(=O)n(CCc3ccccc3)c(=O)c3c4c(sc32)CN(C(C)=O)CC4)cc1
  aSyn tox rescue: -5.4%
COc1cccc(CCc2nnc(CCC(=O)NC(C)c3c(C)nn(C)c3C)o2)c1 (stereo not given)
  aSyn tox rescue: 6.1%
CCCN(C(=O)Cn1c(=O)oc2cc(Cl)ccc21)c1ccc(C(C)C)cc1
  aSyn tox rescue: 7.9%

CCOc1ccc2c(c1)c(=O)c(S(=O)(=O)c1ccc(C)cc1)cn2Cc1ccccc1Cl
  aSyn tox rescue: 3.5%
C=CCn1c2ccccc2c2nnc(SCC(=O)OC)nc21
  aSyn tox rescue: -16.2%
Cc1ccc(-c2csc(N3CCC(C(N)=O)(N4CCCCC4)CC3)n2)cc1
  aSyn tox rescue: 5.0%
COc1ccc(NC(=O)c2c(-c3ccccc3)c(-c3ccccc3)nn(C)c2=O)c(OC)c1
  aSyn tox rescue: -8.6%
Cc1ccc(N(C(=O)c2snc(C(N)=O)c2N)C(C(=O)NCC2CCCO2)c2c[nH]c3ccccc23)cc1 (stereo not given)
  aSyn tox rescue: -1.4%
CCCOc1ccc(-c2nonc2NC(=O)c2oc3ccc(Cl)cc3c2C)cc1OCCC
  aSyn tox rescue: -3.2%
O=C(NCCC1CCCCN1S(=O)(=O)c1ccccc1)C(=O)NCc1ccc(F)cc1 (stereo not given)
  aSyn tox rescue: -10.4%
CC(C)CN(CCCNC(=O)CN1C(=O)CSc2ccc(S(=O)(=O)N3CCOCC3)cc21)CC(C)C
  aSyn tox rescue: -0.5%
CCC(C)(C)NC(=O)C1CCCN1C(=O)NC1CCCCC1 (stereo not given)
  aSyn tox rescue: -5.0%
COc1ccc(/C=N\NC(=O)COc2ccc(Cl)cc2Cl)c(C(=O)O)c1OC
  aSyn tox rescue: 0.5%

CC#CCN(Cc1ccco1)C(=O)C1CCC(=O)N(CCc2cccc(F)c2)C1 (stereo not given)
  aSyn tox rescue: 2.9%
CN(C(=O)c1ccc2c(c1)N(Cc1ccccc1F)C(=O)c1ccccc1S2(=O)=O)C1CCCCC1
  aSyn tox rescue: -18.3%
CCOc1ccc(CN2CCN(c3ncnc4sc5c(c34)CC(C)CC5)CC2)cc1 (stereo not given)
  aSyn tox rescue: -7.9%
Cc1nc2ccn(Cc3ccco3)c(=O)c2cc1C(=O)N1CCN(c2ccc(F)cc2)CC1
  aSyn tox rescue: 1.6%
Cc1onc(-c2c(F)cccc2Cl)c1C(=O)ONC(=O)c1ccccc1
  aSyn tox rescue: -67.9%[inhibitor]
COc1ccccc1CCNC(=O)C(=O)NCC(c1ccco1)S(=O)(=O)c1ccccc1 (stereo not given)
  aSyn tox rescue: 13.1%
CCOC(=O)c1ccc(NC(=O)C2CC(=O)N(c3ccc(C(C)C)cc3)C2)cc1 (stereo not given)
  aSyn tox rescue: 4.2%
CCN(CC(=O)Nc1ccc(OC)cc1)C(=O)c1oc2c(Cl)cccc2c1C
  aSyn tox rescue: 6.5%

From PubChem

This is a subset; rates above refer to the full screens.
